Screening data from PubChem BioAssay.
OXTR potentiator = potentiates the human oxytocin receptor response. P30559. CHO-OTR cells, Fluo-8 calcium fluorescence, potentiator mode; 0% = oxytocin EC15, 100% = EC100. activation, % at 3 µM. 320,000 compounds, 0.061% hits;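 active = activation above that plate's cutoff, the mean activation of tested compounds plus 3 SD, cut at about 6.6% in these data, passing the limit was not always enough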;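 note: 100% uses oxytocin at 75 nM as the full agonist control; some results filed as inactive read as strong as hits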
Target sequence (P30559 whole entry, looked up): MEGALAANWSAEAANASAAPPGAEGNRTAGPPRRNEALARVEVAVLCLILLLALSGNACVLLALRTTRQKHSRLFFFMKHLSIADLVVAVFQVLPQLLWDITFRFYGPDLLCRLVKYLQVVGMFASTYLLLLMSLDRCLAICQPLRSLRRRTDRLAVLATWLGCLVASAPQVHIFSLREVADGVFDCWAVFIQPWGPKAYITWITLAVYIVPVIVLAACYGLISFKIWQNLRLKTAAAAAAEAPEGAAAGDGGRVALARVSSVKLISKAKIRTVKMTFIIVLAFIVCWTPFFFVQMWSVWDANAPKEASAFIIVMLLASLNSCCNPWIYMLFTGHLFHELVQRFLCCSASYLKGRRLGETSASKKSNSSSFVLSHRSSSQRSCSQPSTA
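Assay system: CHO cell line stably expressing human OTR | Also added: Oxytocin at about EC15, sub-maximal agonist stimulus | Times: Compound 6 min at room temperature before oxytocin, 100 s read | Measured by: Fluo-8 intracellular calcium fluorescence, ex 470-495, em 515-575 nm | Controls: EC15 oxytocin alone as 0%, 75 nM oxytocin as 100%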
OXTR ag = human OXTR agonism; CHO-OTR cells, Fluo-8 calcium fluorescence; normalized: DMSO 0%, oxytocin 100%; P30559; activation, % at 3 µM; 320,000 compounds, 0.32% hits;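 active = activation above the mean of all tested compounds plus 3 SD, cutoff set per screening run, cut at about 20% in these data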;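 note: peak over basal fluorescence ratio from a 100 s FLIPR kinetic read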
M1 PAM parental = M1 PAM counterscreen hit in parental CHO-K1 cells; ATP EC20, Fluo-8 calcium fluorescence; 0% at ATP EC20, 100% at ATP max; activation, % at 3 µM; 360,000 compounds, 0.02% hits;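 active = activation above the run cutoff, the mean activation of all test compounds plus 3 SD, cut at about 40% in these data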;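 note: peak over basal fluorescence ratio in a 140 s read after ATP addition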
TAAR1 antag = human TAAR1 antagonism; Q96RJ0; 360,000 compounds, 1.5% hits; inhibition, % at 3 µM; CHO RD-HGA16 TAAR1, Fluo-8 calcium fluorescence, antagonist;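 active = inhibition above a per-plate cutoff, the mean inhibition of test compounds on that plate plus 3 SD, cut at about 49% in these data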;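 note: 0% = DMSO plus EC80 beta-PEA response and 100% = DMSO alone without agonist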
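Material: RD-HGA16 CHO cells with stable hTAAR1 and Gα16; Dosing: single nominal final test compound concentration of 3 µM; Schedule: seeding 17-24 h prior, 75-min 37 °C, 30-min RT dye loading; Detection: kinetic Fluo-8 calcium fluorescence measurement; Measure: % inhibition from peak post-agonist over basal fluorescence ratio; Benchmarks: vehicle and agonist controls.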
V1R ag counter = V1a receptor agonism, counter-screen for OXTR agonists; CHO-V1R cells, Fluo-8 calcium fluorescence, agonist mode; 0% DMSO, 100% 3 nM vasopressin; AID 2797; activation, % at 3 µM; 320,000 compounds, 0.25% hits;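 active = activation above the mean activation of all tested compounds plus 3 SD, per screening run, cut at about 20% in these data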;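 note: signal is peak over basal fluorescence ratio across a 100 second FLIPR read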
GPR7 antagonist = antagonists of human GPR7 (neuropeptides B/W receptor 1). P48145. GPR7-expressing cells, fluorescence antagonist assay. AID 1861. 290,000 compounds, 1.1% hits. inhibition, % at 4.4 µM; in the data active = inhibition above about 16%, passing the limit was not always enough;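 note: cells stimulated with the agonist NPW; 0% = agonist with vehicle and 100% = vehicle without agonist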
Target sequence (P48145 whole entry, looked up): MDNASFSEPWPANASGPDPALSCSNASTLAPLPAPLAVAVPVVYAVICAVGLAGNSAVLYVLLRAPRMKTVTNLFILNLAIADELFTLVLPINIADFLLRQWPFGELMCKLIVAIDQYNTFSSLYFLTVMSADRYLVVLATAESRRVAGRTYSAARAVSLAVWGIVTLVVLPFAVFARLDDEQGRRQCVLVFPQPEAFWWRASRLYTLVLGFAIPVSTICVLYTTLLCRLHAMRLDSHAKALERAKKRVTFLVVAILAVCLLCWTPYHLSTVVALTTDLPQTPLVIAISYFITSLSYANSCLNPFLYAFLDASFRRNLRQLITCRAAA
M1 ag parental = M1 agonist counterscreen hit in parental CHO-K1 cells. Fluo-8 calcium fluorescence; scaled to maximal ATP response, vehicle zero. activation, % at 3 µM. 360,000 compounds, 0.48% hits; in the data active = activation above about 15%;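 note: untransfected CHO-K1 host cells lacking M1 receptor as counterscreen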
CHO parental Ca = counter-screen: ATP calcium response change in parental CHO cells. parental CHO-K1, ATP-induced calcium, Fluo-8 fluorescence. inhibition, % at 5.6 µM. 330,000 compounds, 0.63% hits. AID 463079;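 active = inhibition above that plate's mean sample inhibition plus 3 SD, cut at about 26% in these data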;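 note: 0% = ATP-challenged DMSO wells and 100% = DMSO wells without ATP; some compounds past the cut are filed as inactive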
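Material: parental CHO cells / Compound: single nominal dose of 5.6 µM per compound / Signal: Fluo-8 fluorescence / Replicates: singlicate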
CHO-K1 Ca antag = M1 antagonist counterscreen hit in parental CHO-K1 cells; ATP-induced calcium, Fluo-8 fluorescence; inhibition, % at 3 µM; 360,000 compounds, 0.6% hits;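 active = inhibition above a per-plate cutoff, the plate's mean sample inhibition plus 3 SD, cut at about 24% in these data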;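 note: 0% = DMSO plus EC80 ATP and 100% = DMSO alone without ATP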
An asterisk follows results filed as active; nt = not tested or not shown.

mol	M1 PAM parental	M1 ag parental	CHO-K1 Ca antag	TAAR1 antag	CHO parental Ca	OXTR ag	V1R ag counter	GPR7 antagonist	OXTR potentiator
O=C(COC(=O)Cc1ccsc1)NNC(=O)c1ccccc1	-3	0.3	-9	14	-3	0.2	-0.2	nt	-5
COc1cccc(C(=O)Nc2ccc(S(=O)(=O)N3CCN(C)CC3)cc2)c1	-5	2.3	-14	-13	-11	0.4	0.2	5	-11
Cc1cnc(C(=O)N2CCN(c3ccc(C(F)(F)F)cn3)CC2)cn1	17	3.6	-14	-12	-7	1.5	1.4	-2	-4
COC(=O)c1sccc1NC(=O)COc1ccccc1Cl	8	0.7	-3	28	-35	-1.8	0.5	0	-10
Cc1ccc(CN2CCN(C(=O)CCc3ccccc3)CC2)cc1	5	0.8	-8	-19	-23	-1.1	0.7	7	-7
Cn1cc(CN2CCC(n3nccc3NC(=O)Cc3ccccc3)CC2)cn1	11	-0.1	3	-7	1	0.1	-0.1	-5	3
COc1ccc(C(=O)NC(=S)N2CCOCC2)cc1[N+](=O)[O-]	16	1.0	-12	-29	4	0.4	-0.1	-5	-12
COc1ccc(NC(=O)c2cc(CC(C)C)nc3ccccc23)cc1	-5	2.2	10	19	-17	-2.0	-0.4	-7	-5
O=C1C=C(NCc2ccco2)CC(c2ccc(Cl)cc2)C1 (stereo not drawn)	4	0.6	-1	-1	2	1.1	1.4	-14	-11
CCOC(=O)[C@@H]1[C@H]2COc3ccc(Br)cc3[C@@H]2N2C(=O)N(c3ccc(C(F)(F)F)cc3)C(=O)[C@@]12C	0	0.3	-2	-3	-12	0.8	1.7	-7	0
Cc1nc(-c2cccc(NC(=O)C(C)Oc3ccccc3)c2)cs1 (stereo not drawn)	-7	0.6	5	-11	nt	nt	nt	-10	nt
O=C(O)CCCC(=O)Nc1nc(-c2ccccc2)cs1	-3	-0.1	-3	4	0	0.4	-0.4	-9	-10
CC1C(=O)Nc2ccc(S(=O)(=O)N3CCN(c4cccc(Cl)c4)CC3)cc2NC1=O (stereo not drawn)	-1	2.7	3	-12	-17	-0.9	0.4	-1	-1
COc1cccc(CNC(=O)COC(=O)c2nn(C)c(=O)c3ccccc23)c1	6	0.8	-6	-2	-5	-0.6	1.3	nt	-6
Cc1onc(-c2ccccc2Cl)c1C(=O)Nc1cccc2nsnc12	-5	0.1	8	-2	-9	-0.9	-0.1	-6	-2
COc1ccc(C(C)C)cc1S(=O)(=O)Nc1cccnc1	16	0.7	-5	-1	nt	nt	nt	nt	nt
O=C(NCCc1ccc(Cl)cc1)C1CCC(=O)N1C1CCCC1 (stereo not drawn)	7	0.1	-7	-16	-19	0.1	0.3	7	0
COc1cccc(CNC(=O)c2cc(C)nc3ccccc23)c1	1	2.4	-10	-8	-5	-0.7	-0.2	-14	-5
Cc1sc(NC(=O)C2=COCCO2)c(C#N)c1C	-3	0.0	-17	-12	5	-1.1	-1.7	nt	-14
CC1CCc2c(sc(NC(=O)COC(=O)c3ccc(O)cc3)c2C#N)C1 (stereo not drawn)	-5	0.3	-2	3	-15	-1.2	0.0	8	1
CC(C)(C)OC(=O)N1Cc2ccccc2C[C@H]1C(=O)N1CCC[C@H]1C(=O)O	2	5.7	3	-13	-8	0.1	0.1	5	0
O=C(COc1ccccc1[N+](=O)[O-])N/N=C/c1cccs1	15	1.5	-2	-13	-2	-0.6	0.6	-2	-5
CCCCCc1ccc(-c2cn(Cc3ccc([N+](=O)[O-])cc3)nn2)cc1	11	1.3	-15	nt	-5	-0.1	0.2	33*	-7
COc1cccc(C(=O)/C=C/Nc2cc(C)ccc2O)c1	14	1.6	5	24	-8	2.0	1.5	5	1
CN1CCN(C(=S)NC(=O)c2ccc(C(C)(C)C)cc2)CC1	7	0.3	2	5	4	0.0	-0.3	3	-5
COc1ccc([C@H]2CC(=O)C=C(c3cc(Cl)ccc3OC)C2)cc1	13	0.5	-14	18	-19	-0.1	0.5	nt	-2
CCCNC(=O)[C@@H]1CCCN1C(=O)[C@@H]1Cc2ccccc2CN1	2	1.6	7	22	-14	0.0	0.5	-22	-5
COc1ccc2c(c1)[nH]c1c(=O)n(CCCN3CCOCC3)cnc12	10	-0.4	-7	30	-5	0.4	-0.2	2	-1
Cn1cnnc1SCC(=O)Nc1cc(S(=O)(=O)N2CCCCCC2)ccc1Cl	25	1.4	-7	-18	-2	-0.8	1.1	-6	-5
N#Cc1cn(-c2ccccc2)nc1-c1ccccc1	4	-0.6	-20	-3	-16	-1.5	-1.6	4	-1
CCSc1nnc(-c2ccc(C)cc2)c2ccccc12	23	-0.3	-13	-21	-27	-2.1	-1.3	1	1
FC(F)(F)c1cnc(-n2cc[nH]c2=S)c(Cl)c1	16	1.3	-12	1	-7	0.4	-0.6	0	-8
O=C(CSc1ccccc1F)NCCN1C(=O)CSC1=O	13	0.5	-21	4	-7	1.3	0.9	nt	-2
CN(CCOc1ccc(Cl)cc1)C(=O)c1cc(-c2ccco2)nc2ccccc12	-3	9.4	24*	74*	-2	-1.2	3.4	nt	-5
Cn1c(SCC(=O)Nc2cc([N+](=O)[O-])ccc2F)nnc1C(F)(F)F	10	-0.1	3	15	-7	-0.6	0.4	-7	0
Cc1ccc(Cn2c(CN3CCN(C(=O)c4ccco4)CC3)nc3c2c(=O)n(C)c(=O)n3C)cc1	5	0.9	-2	2	-15	3.5	2.5	6	2
O=C(CCCN1C(=O)c2ccccc2C1=O)NCc1cccnc1	17	0.8	0	3	-7	1.3	0.5	18	3
Cc1cc(F)ccc1S(=O)(=O)Nc1nc2ccccc2nc1Cl	5	3.0	-3	7	-1	5.2	7.5	-12	-4
CCOc1cc2nc3c4ccccc4n(C)c3nc2cc1OCC	6	0.1	-8	-1	-10	-0.3	-0.7	-7	-9
Cc1ccc(Cn2nnc3c(=O)[nH]c(C4CCCN(C(=O)Nc5ccc(F)cc5F)C4)nc32)cc1 (stereo not drawn)	-7	0.5	2	-8	-23	-0.5	0.5	-18	3
CN(C)C(CNC(=O)c1ccc(NS(=O)(=O)c2ccc3[nH]c(=O)[nH]c3c2)cc1)c1ccccc1 (stereo not drawn)	-3	-0.1	-3	-26	15	0.9	0.0	nt	-1
C=C(C)c1cccc(C(C)(C)NC(=O)Nc2nnc(C(C)C)s2)c1	0	0.5	-19	-1	-29	2.5	1.1	6	-1
C=CCn1c(Br)nc2c1c(=O)n(C)c(=O)n2C	5	0.1	-3	-2	-5	0.5	0.8	-12	-3
Cc1ccccc1C1(CCN2CCCCC2)CCOC(C)(C)C1 (stereo not drawn)	21	1.0	-5	-8	2	0.4	0.1	-6	-4
COc1ccc(-c2csc(C(C)(NC(C)=O)c3ccccc3)n2)cc1 (stereo not drawn)	12	0.5	1	-8	nt	nt	nt	nt	nt
CCN(CC)C(=O)N1CCc2ccccc2C1CN1C(=O)c2ccccc2C1=O (stereo not drawn)	5	0.7	-3	-28	-26	-2.8	-0.7	5	-5
CCNc1nc(N)c(C(=O)C23CC4CC(CC(C4)C2)C3)s1	9	1.9	3	-19	-10	-2.0	-0.9	-16	-14
CCN(CC)c1ccc2c(-c3ccc(S(=O)(=O)O)cc3S(=O)(=O)[O-])c3ccc(=[N+](CC)CC)cc-3oc2c1	-3	41*	8	nt	75*	266*	180*	70*	-10
Cn1c(=O)n(Cc2ccccc2)c(=O)c2c1nc1n2CCCN1CCc1ccccc1	3	3.4	-13	8	-38	-0.4	0.9	-1	-5
COC(=O)CSc1nc(NC(C)=O)nc(C)c1Br	-3	-0.3	-8	5	-3	0.1	0.3	-13	-3
Cc1sc2nc(CSc3nnnn3-c3ccc(Cl)cc3)[nH]c(=O)c2c1C	1	0.3	5	-19	-23	1.0	1.2	0	-1
